# High-throughput results (PubChem BioAssay)
# ALOX12 inh: inhibitors of human 12S-lipoxygenase ALOX12 | hit rate 1.1% among 580,000 | purified 12hLO, xylenol orange hydroperoxide absorbance | AID 1671190 | Potency, µM (highest dose often 108 µM), without a hit: top-dose activity change, negative = inhibition, actives largely listed as inhibitors; active = well fitted inhibition curve with a large enough effect; inconclusive = small, poorly fitted or top-dose-only effect, or another doubt; inactive = no such curve, though single readings can be large or run the other way; also: potency is read from the fitted curve at half-maximal effect
# Target sequence (P18054 whole entry, looked up): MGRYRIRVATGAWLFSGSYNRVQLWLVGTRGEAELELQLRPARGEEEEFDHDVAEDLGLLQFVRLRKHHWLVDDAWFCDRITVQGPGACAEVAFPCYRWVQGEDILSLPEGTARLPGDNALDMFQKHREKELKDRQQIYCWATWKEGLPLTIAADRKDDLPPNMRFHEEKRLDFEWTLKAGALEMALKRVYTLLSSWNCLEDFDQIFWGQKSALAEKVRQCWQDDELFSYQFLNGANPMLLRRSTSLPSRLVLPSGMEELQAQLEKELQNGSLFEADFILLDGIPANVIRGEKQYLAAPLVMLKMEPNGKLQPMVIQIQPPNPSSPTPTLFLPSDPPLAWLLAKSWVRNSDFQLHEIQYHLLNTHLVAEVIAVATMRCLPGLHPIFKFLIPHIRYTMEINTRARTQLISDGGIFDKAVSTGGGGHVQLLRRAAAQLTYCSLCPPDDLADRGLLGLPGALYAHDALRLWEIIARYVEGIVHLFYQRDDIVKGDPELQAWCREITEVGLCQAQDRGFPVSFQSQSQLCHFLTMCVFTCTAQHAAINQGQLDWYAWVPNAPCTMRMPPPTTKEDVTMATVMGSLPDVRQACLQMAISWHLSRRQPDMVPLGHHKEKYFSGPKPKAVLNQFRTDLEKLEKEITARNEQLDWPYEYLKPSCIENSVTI
#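 Purified human 12hLO (150 nM final) in 25 mM Hepes, 0.01% Triton X-100, pH 7.0 was preincubated 15 min at room temperature with compound. Then 40 uM arachidonic acid was added, 30 min. Hydroperoxide was read by Fe-XO absorbance ratio 573/405 nm.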
# LDHA inh: LDHA (human) enzyme inhibition; P00338; purified LDHA, NADH/diaphorase-resazurin fluorescence; hits give low values; activity change, % (values are at about 110 or 230 µM); hit rate 0.15% among 480,000; AID 1347041; in the data active = activity change below about -30%; inconclusive = mostly about -25% to -30%;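 also: plate controls were DMSO wells for no effect and wells without enzyme for full effect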
#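 LDH5 2 nM; NADH 0.06 mM, pyruvate 0.2 mM; 200 mM Tris pH 7.4, EDTA, Tween-20; 5 min RT. Detection: diaphorase 0.133 mg/mL + resazurin 37 µM, fluorescence ex540/em590 at 0 and 20 min; normalized to enzyme-free and DMSO wells.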
# Numbers without * were called inactive; u = inconclusive; x = no result given; & = joins results of further samples; [ ] = remark or other dose. Unless noted, % is scaled to controls: 0 for no effect and ±100 for the full control effect. The list is partial; rates above refer to the full screens.
# The opening 19 records, to show the layout:
1: Cc1cc2c(s1)CCCCCCCCCC/C2=N\Nc1ccc([N+](=O)[O-])cc1
2: CCOC(=O)C1CCN(C(=O)CSc2nnc(-c3ccc(Cl)cc3)n2N)CC1
3: Cl/C(=N\Nc1c(Cl)cc(Cl)cc1Cl)c1ccccc1
4: Cc1cccc(C(=O)Nc2cccc(-c3nc4ccccc4s3)c2C)c1
5: CC1(C)CC(=O)C2=C(C1)NC(=O)CC2c1ccsc1 (stereo unspecified)
6: CCOc1ccccc1NC(=O)CCc1ccc(-c2ccccc2)o1
7: C/C(=N\NC(=O)C1CC1c1ccccc1)c1ccc(C)c(C)c1 (stereo unspecified)
8: CCCc1c(C)nc2c(C)cccc2c1SCC(=O)O
9: O=C(c1ccc(F)c(F)c1)c1cc2cc(Br)ccc2o1
10: NC(=O)NCCC(=O)O

assay / compound,1,2,3,4,5,6,7,8,9,10
ALOX12 inh,u,-22%,u,10%,24%,-28%,u,5%,-10%,-23%
LDHA inh,-7,4,0,4,-11,-6,6,0,1,-16

11: O=C(Cc1c[nH]c2ccccc12)NCc1ccccc1OC(F)F
12: Cc1nc(N(C)C)ncc1C(=O)NCc1ccc(Cl)cc1
13: C=CCSc1nnc(NC(=O)c2cc(=O)c3c(C)cc(C)cc3o2)s1
14: Cc1ccccc1Nc1nc2c(c(=O)[nH]c(=O)n2C)n1CC(=O)O
15: CCC12CN(C(=O)c3ccccc3)CC(CC)(CN(C(=O)c3ccccc3)C1)C2=O
16: CCN1CCN(c2oc(COc3ccccc3F)nc2C#N)CC1
17: Cc1ccc(-c2nc(C#N)c(N3CCN(c4ccccc4)CC3)o2)cc1
18: CCCn1nc(C(=O)OCC(=O)Nc2ccc(Cl)cn2)c2ccccc2c1=O
19: CC(C)N(CCNC(=O)c1nn(Cc2ccccc2)c(=O)c2ccccc12)C(C)C

assay / compound,11,12,13,14,15,16,17,18,19
ALOX12 inh,u,39%[activator],31%[activator],u,-26%,u,-1%,6%,0%&-21%
LDHA inh,12,-13,-1,31,0,-3,-4,-1,10

# The whole of this part, from the start:
1: Cc1cc2c(s1)CCCCCCCCCC/C2=N\Nc1ccc([N+](=O)[O-])cc1
2: CCOC(=O)C1CCN(C(=O)CSc2nnc(-c3ccc(Cl)cc3)n2N)CC1
3: Cl/C(=N\Nc1c(Cl)cc(Cl)cc1Cl)c1ccccc1
4: Cc1cccc(C(=O)Nc2cccc(-c3nc4ccccc4s3)c2C)c1
5: CC1(C)CC(=O)C2=C(C1)NC(=O)CC2c1ccsc1 (stereo unspecified)
6: CCOc1ccccc1NC(=O)CCc1ccc(-c2ccccc2)o1
7: C/C(=N\NC(=O)C1CC1c1ccccc1)c1ccc(C)c(C)c1 (stereo unspecified)
8: CCCc1c(C)nc2c(C)cccc2c1SCC(=O)O

assay / compound,1,2,3,4,5,6,7,8
ALOX12 inh,u,-22%,u,10%,24%,-28%,u,5%
LDHA inh,-7,4,0,4,-11,-6,6,0

9: O=C(c1ccc(F)c(F)c1)c1cc2cc(Br)ccc2o1
10: NC(=O)NCCC(=O)O
11: O=C(Cc1c[nH]c2ccccc12)NCc1ccccc1OC(F)F
12: Cc1nc(N(C)C)ncc1C(=O)NCc1ccc(Cl)cc1
13: C=CCSc1nnc(NC(=O)c2cc(=O)c3c(C)cc(C)cc3o2)s1
14: Cc1ccccc1Nc1nc2c(c(=O)[nH]c(=O)n2C)n1CC(=O)O
15: CCC12CN(C(=O)c3ccccc3)CC(CC)(CN(C(=O)c3ccccc3)C1)C2=O
16: CCN1CCN(c2oc(COc3ccccc3F)nc2C#N)CC1

assay / compound,9,10,11,12,13,14,15,16
ALOX12 inh,-10%,-23%,u,39%[activator],31%[activator],u,-26%,u
LDHA inh,1,-16,12,-13,-1,31,0,-3

17: Cc1ccc(-c2nc(C#N)c(N3CCN(c4ccccc4)CC3)o2)cc1
18: CCCn1nc(C(=O)OCC(=O)Nc2ccc(Cl)cn2)c2ccccc2c1=O
19: CC(C)N(CCNC(=O)c1nn(Cc2ccccc2)c(=O)c2ccccc12)C(C)C
20: Cc1ccc(CNC(=O)CCc2ncc(-c3ccc(F)cc3)o2)cc1
21: CCCc1ccc(/C=C/c2ccccc2)nc1
22: COC(=O)C(C)OC(=O)c1cc(C(C)C)nc2ccccc12 (stereo unspecified)
23: CC(C)C[C@H]1CN(CCCC[C@@H]2CNC(=O)C(=O)N2Cc2ccccc2)C(=O)C(=O)N1CCC1CCCCC1
24: COc1cccc(NC(=O)N2CCC(N(C)S(C)(=O)=O)CC2)c1

assay / compound,17,18,19,20,21,22,23,24
ALOX12 inh,-1%,6%,0%&-21%,6%,-10%,-10%,u,28%
LDHA inh,-4,-1,10,-2,8,-1,-2,5

25: COc1ccc(N2C(=O)C(C)CS2(=O)=O)cc1S(=O)(=O)N1CCCc2ccccc21 (stereo unspecified)
26: Cc1ccc2nc(Nc3nc(CSc4ccc(Cl)cc4)cc(=O)[nH]3)nc(C)c2c1
27: c1ccc2c(c1)Sc1ccccc1S2
28: CS(=O)(=O)Nc1ccccc1NC(=O)CCc1ccccc1
29: O=C(c1ccccc1)c1ccc(OCC(=O)c2c[nH]c3ccccc23)cc1
30: C/C(=N/O)c1ccc(-n2nncc2C23CC4CC(CC(C4)C2)C3)cc1
31: CC(C)CN(CC(=O)NC(=O)NC(C)(C)C)C1CC1
32: Cc1ccc(C)c(C(=O)c2ccccc2)c1

assay / compound,25,26,27,28,29,30,31,32
ALOX12 inh,57%[activator],-25%,u,-7%,-19%,-14%,32%,12%
LDHA inh,11,0,-1,0,1,4,3,2

33: CCCCN(C)Cc1cccc(OC)c1OC
34: C/C=C/Cn1c(NCc2ccccc2)nc2c1c(=O)[nH]c(=O)n2C
35: COC(=O)C1=C(N)Oc2cc(C)n(Cc3ccccc3)c(=O)c2C1c1ccccc1OC (stereo unspecified)
36: CCCCOc1ccc(/C=C2\CCc3cc(OC)ccc3C2=O)cc1OCC
37: Cc1cc2cc(N)ccc2[nH]1
38: CC(=O)c1ccc(Sc2ccc(F)cc2)c(F)c1
39: COc1ccc(NC(=O)Nc2c(NC3CCCCC3)c3ccccc3oc2=O)c(OC)c1
40: CCOc1cc(C#N)c(NC(=O)c2ccc(Cl)cc2)cc1OCC

assay / compound,33,34,35,36,37,38,39,40
ALOX12 inh,-51%,-5%,-12%,-32%,u,u,13%,30%
LDHA inh,-5,0,1,12,1,7,-19,8

41: COC(=O)Cc1c(C)c2ccc(OCc3ccc(F)cc3)cc2oc1=O
42: Cc1cc(C)c(-c2cc(-c3ccccc3)c3ccccc3n2)cc1C
43: C/C(=C/C(=O)C(F)(F)F)N1CCN(Cc2ccccc2)CC1
44: CC(CNC(=O)c1nn(C)c(=O)c2ccccc12)N1CCCC1 (stereo unspecified)
45: COc1ccc(CC(=O)NC(C)c2nnc(SCC(=O)c3ccc(Cl)cc3Cl)n2C)cc1 (stereo unspecified)
46: CCSc1ccc(-c2ccc(SCC)cc2)cc1
47: O=C(NCC1CC1)c1cc2c(c(-c3cccc(-c4ccccc4F)c3)n1)[C@H](CCO)N(C(=O)CC1CC1)C2
48: Cc1ccc(NC(=O)/C=C/c2cccs2)cc1

assay / compound,41,42,43,44,45,46,47,48
ALOX12 inh,u,u,54%[activator],-14%,-25%,9%,-21%,3%
LDHA inh,-2,1,1,4,5,1,-8,5

49: CO[C@@H]1CN(C)C(=O)c2cc(NS(=O)(=O)c3ccc(C)cc3)ccc2OC[C@H](C)N(Cc2nccs2)C[C@H]1C
50: Cc1cc(CSc2nnc(-c3ccc(Cl)cc3)n2Cc2ccco2)no1
51: O=C(NCCc1cccs1)C1CC2CCCC(C1)C21SCCS1 (stereo unspecified)
52: COc1cccc(CNC(=O)Cn2c(=O)[nH]c3c(-c4ccccc4F)c[nH]c3c2=O)c1
53: N#Cc1cc2c(cc1C(=O)C1CC1)OCCO2
54: CC(=O)Nc1cccc(C(C)NC(=O)Nc2cc(Cl)ccc2Cl)c1 (stereo unspecified)
55: COC(=O)c1cccc(CNc2ccc3c4c(cccc24)CC3)c1
56: O=C(Nc1cn[nH]c1)c1cc[n+]([O-])cc1

assay / compound,49,50,51,52,53,54,55,56
ALOX12 inh,u,u,-52%,-21%,3%,-28%,u,u
LDHA inh,3,12,1,3,-8,0,2,13

57: COc1cccc(-c2ccc(C#N)c(SCC(=O)Nc3ccc(C(C)=O)cc3)n2)c1
58: CCN(CC)C(=O)CN(C)Cc1coc(-c2ccccc2)n1
59: O=C(/C=C/c1cccnc1)Nc1ccc(SC2CCCC2)cc1
60: CCOCCn1c(-n2nc(C)cc2C)nc2c1c(=O)[nH]c(=O)n2C
61: COc1ccc(S(=O)(=O)Oc2ccc3c(c2)O/C(=C\C=C\c2ccccc2)C3=O)cc1
62: COc1ccc(OC)c(NS(=O)(=O)c2cc(C(=O)N3CCCCC3)cs2)c1
63: CCNc1ccc(C)cc1C
64: CCNC12CC3CC(CC(C3)C1)C2

assay / compound,57,58,59,60,61,62,63,64
ALOX12 inh,u,-6%,u,17%,-54%,u,u,48%[activator]
LDHA inh,2,7,u,1,-10,-21,-1,3

65: Fc1ccc(CCNC(=S)Nc2ccc(Nc3ccccc3)cc2)cc1
66: COc1nc(OCC#N)nc(N2CCOCC2)n1
67: CC(C)=CCc1c(O)cc2c(c1O)C(=O)C[C@@H](c1ccccc1)O2
68: CCOC(=O)C1=C(c2ccccc2)N=C2SCC(=O)N2C1c1cccc(OC)c1OC (stereo unspecified)
69: O=C(NC(c1ccc(F)cc1)c1cccs1)C1CCN(Cc2ccncc2)CC1 (stereo unspecified)
70: CCC(C(=O)Nc1cc(Cl)ccc1C)N1C(=O)CCn2nc(C)cc21 (stereo unspecified)
71: Cc1nn(CC(=O)NC(C)(C)C)c(C)c1S(=O)(=O)N1CCC(C(=O)N2CCCC2)CC1
72: OC(COc1ccccc1)CN(CCc1ccc(Cl)cc1Cl)CC(O)COc1ccccc1 (stereo unspecified)

assay / compound,65,66,67,68,69,70,71,72
ALOX12 inh,u,4%,u,4%,28%,2%,-27%,x
LDHA inh,-1,1,-4,-2,7,0,2,4

73: COc1cc(OC)c(OC)cc1/C=C1\Oc2cc(OC(=O)C(C)(C)C)ccc2C1=O
74: CCN(CC(=O)N(C)C)Cc1coc(-c2ccc(C)cc2C)n1
75: COc1ccc(C(=O)Oc2cccc(C)c2)cc1Br
76: CCCN(Cc1ccc(C#N)cc1)C(=O)C1=NNC(=O)CC1
77: CSc1nnc(NC(=O)c2cc(=O)c3cccc(C)c3o2)s1
78: C=C(CS(=O)(=O)c1ccc(C)cc1)S(=O)(=O)c1ccc(C)cc1
79: CC(C)Cc1nc2oc3c(N(C)CCO)ncnc3c2c2c1CCC2
80: O=C(O)CCCN1CCCCCC1

assay / compound,73,74,75,76,77,78,79,80
ALOX12 inh,u,11%,-22%,-15%,6%,u,18%,u
LDHA inh,19,5,-18,-3,1,-12,9,5

81: CC(C)C(=O)Nc1cccc(NC(=O)Nc2cccc(Cl)c2)c1
82: CC(C)[C@@H](C(=O)Nc1ccc(N(C)C)cc1)n1nnc2ccccc2c1=O
83: O=C(O)CCC(=O)c1ccc(F)cc1
84: CCC(C)c1ccc(-n2c(SCC(=O)N3CCC3)nc3ccccc3c2=O)cc1 (stereo unspecified)
85: COc1cccc(CNC2CC2)c1OCc1ccccc1
86: COc1cc(CNC(=O)c2cc(C)nc3ccc(C)cc23)cc(OC)c1OC
87: CSc1nnc2c(n1)OC(c1ccccc1F)N(C(C)=O)c1ccccc1-2 (stereo unspecified)
88: COc1ccc(-c2nc3cc(NC(=O)c4ccc(C)c([N+](=O)[O-])c4)ccc3o2)cc1OC

assay / compound,81,82,83,84,85,86,87,88
ALOX12 inh,10%,u,3%,-42%,1%,4%,u,24%
LDHA inh,0,4,4,6,-11,4,9,-4

89: CN(C)CCCNC(=O)/C=N/O
90: CC(c1nc2ccccc2[nH]1)n1c(=O)c(-c2ccco2)nc2ccccc21 (stereo unspecified)
91: CC(C)c1ccc(NC(=O)CSc2nc3c(-c4ccccc4)c[nH]c3c(=O)n2C)cc1
92: Cc1ccc(OCC(=O)N(CC#N)C2CC2)cc1

assay / compound,89,90,91,92
ALOX12 inh,-3%,13µM*,31%[activator],5%
LDHA inh,1,1,8,10
